# Rpn11 inh = inhibitors of human proteasome Rpn11; AID 588493; human 26S proteasome, Ub4-pepOG fluorescence polarization; 20S core pre-blocked with epoxomicin; calls only at 20 µM; O00487; 360,000 compounds, 0.59% hits;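 active means inhibition at 20 µM, scaled to each plate's controls, above about 33%, limit read from the data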
# Target sequence (O00487 whole entry, looked up): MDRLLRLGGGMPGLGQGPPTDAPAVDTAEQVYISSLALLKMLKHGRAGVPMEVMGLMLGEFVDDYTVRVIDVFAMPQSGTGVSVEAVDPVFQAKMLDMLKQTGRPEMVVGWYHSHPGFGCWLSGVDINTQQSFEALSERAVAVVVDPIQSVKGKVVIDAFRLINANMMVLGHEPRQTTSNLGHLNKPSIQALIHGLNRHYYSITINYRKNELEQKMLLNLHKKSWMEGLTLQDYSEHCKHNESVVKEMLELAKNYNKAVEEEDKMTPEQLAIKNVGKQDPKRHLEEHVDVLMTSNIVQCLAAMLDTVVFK
# FAS-TE inh = blocks the thioesterase domain of human fatty acid synthase; recombinant FAS-TE, OMFH fluorogenic substrate, fluorescence endpoint; inhibition, % at 15 µM; 360,000 compounds, 0.67% hits; AID 602261;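 active means compounds whose normalised, plate-corrected inhibition of enzyme fluorescence in the single-dose primary screen is 50% or more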;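 further: 0% = DMSO with enzyme and 100% = substrate without enzyme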
# Rin1 Abl inh = human Rin1-Abl interaction inhibition; TR-FRET Rin1/Abl binding, biochemical; inhibition, % at 7.35 µM; 360,000 compounds, 0.4% hits; AID 588664; in the data active means inhibition above about 5%, passing the limit was not always enough
# MT1-MMP act inh = MT1-MMP (human) activation inhibition | 360,000 compounds, 0.061% hits | AID 651647 | HT1080 RFP-PRO-GFP cells, GFP/RFP ratio fluorescence, overnight; percent of plate control window, DMSO zero | GFP/RFP ratio change, % at 20 µM | P50281;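 active means GFP/RFP ratio change of at least 30% with cell ATP level not reduced by more than half and red fluorescence within 50% of control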; further: strong numbers were not always called active
#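 Assay system: HT1080 RFP-PRO-GFP cells | Dosing: 20 µM single dose, 1% DMSO | Incubation: Cells overnight before dosing, compound overnight, 37 °C, 5% CO2 | Evaluation: GFP/RFP fluorescence ratio | Control set: DMSO-only wells and HT1080 RFP-L50D-GFP cell wells as references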
# CSN deneddyl inh = CSN deneddylation inhibition | Purified CSN, SCF-Nedd8-OG deneddylation, fluorescence polarization | inhibition, % at 12.5 µM | 360,000 compounds, 0.38% hits;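 active means pattern-corrected inhibition above about 35%, with an unprinted fluorescence ratio check between 0.5 and 1.5, limit read from the data, passing the limit was not always enough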;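 further: 0% = enzyme with substrate and 100% = substrate without enzyme; some results filed as inactive read as strong as hits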
#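 Assay system: Purified human Csn5 enzyme expressed in HEK293T cells | Amount: Enzyme 0.24 nM | Measured by: Fluorescence polarization readout | Medium: Tris/NaCl/DTT buffer, pH 7.5 | Compound dosing: One concentration, 12.5 µM, 0.25% DMSO | Times: 90 min incubation of compound, enzyme and substrate at room temperature | Control set: no-enzyme wells high, enzyme-with-substrate wells low | Read-out: % inhibition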
# bovine MsrA act = activators of bovine methionine sulfoxide reductase A; activation, % at 10.6 µM; purified bovine MsrA, absorbance read-out; 360,000 compounds, 0.3% hits; in the data active means activation above about 7.5%;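 further: 0% = vehicle and 100% = reference activator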
# MsrA inhibitor = bovine MsrA inhibition | purified bovine MsrA, absorbance read-out | inhibition, % at 15.5 µM | 360,000 compounds, 0.75% hits | AID 651718; in the data active means inhibition above about 4.5%;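 further: 0% = vehicle wells with enzyme and 100% = reference inhibitor wells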
# PABP1 MLLE inh = inhibitors of microRNA-mediated deadenylation, human PABP1 MLLE binding. P11940. GST-MLLE / FITC-PAM2 fluorescence polarization. inhibition, % at 20 µM. 360,000 compounds, 0.36% hits. AID 588489; in the data active means inhibition above about 35%, passing the limit was not always enough;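 further: plate controls were DMSO wells with GST-MLLE for no effect and wells lacking GST-MLLE protein for full effect; some results filed as inactive read as strong as hits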
# eLon inh = inhibits E. coli Lon protease; purified E. coli Lon protease, fluorescence polarization; P0A9M0; inhibition, % at 7.94 µM; 360,000 compounds, 0.42% hits; in the data active means inhibition above about 13%, passing the limit was not always enough;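 further: 0% = enzyme with probe and DMSO and 100% = no enzyme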
# Target sequence (P0A9M0 whole entry, looked up): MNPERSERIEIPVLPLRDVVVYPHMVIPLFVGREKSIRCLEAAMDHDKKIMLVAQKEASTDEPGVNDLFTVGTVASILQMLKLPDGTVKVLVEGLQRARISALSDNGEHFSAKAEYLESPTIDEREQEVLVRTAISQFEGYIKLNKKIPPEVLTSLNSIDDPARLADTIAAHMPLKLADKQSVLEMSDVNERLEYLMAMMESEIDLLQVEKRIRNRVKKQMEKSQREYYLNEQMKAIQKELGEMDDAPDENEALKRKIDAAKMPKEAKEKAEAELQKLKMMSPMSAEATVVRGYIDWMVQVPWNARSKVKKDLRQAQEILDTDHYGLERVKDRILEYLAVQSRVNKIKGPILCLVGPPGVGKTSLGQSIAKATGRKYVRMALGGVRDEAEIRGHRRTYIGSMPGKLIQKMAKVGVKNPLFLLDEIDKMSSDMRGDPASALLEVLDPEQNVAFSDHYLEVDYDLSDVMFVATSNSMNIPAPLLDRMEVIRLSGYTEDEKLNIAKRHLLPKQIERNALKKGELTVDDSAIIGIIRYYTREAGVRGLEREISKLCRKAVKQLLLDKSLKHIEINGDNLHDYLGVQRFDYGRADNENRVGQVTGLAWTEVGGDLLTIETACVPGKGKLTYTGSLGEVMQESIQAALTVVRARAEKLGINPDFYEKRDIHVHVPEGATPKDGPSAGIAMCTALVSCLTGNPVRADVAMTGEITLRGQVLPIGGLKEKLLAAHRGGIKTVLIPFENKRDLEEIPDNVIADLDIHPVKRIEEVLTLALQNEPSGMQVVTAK
# The depositor's hits bear a star; i = inactive; x = no result given; + = active, no number.
no.	Structure	Rpn11 inh	FAS-TE inh	Rin1 Abl inh	MT1-MMP act inh	CSN deneddyl inh	bovine MsrA act	MsrA inhibitor	PABP1 MLLE inh	eLon inh
1	CCN1C(=O)C2(C(C(=O)c3ccc(C)o3)=C(O)C(=O)N2CCCN2CCOCC2)c2ccccc21 (configuration not stated)	i	-8	-4	-1	2	8	1.2	2	-3
2	O=C(Nc1ccn(Cc2ccccc2F)n1)c1ccc(COc2ccc(Cl)cc2Cl)o1	i	34	-1	-26	-1	-3	3.4	5	2
3	O=C(Nc1cccc(Cl)c1)Nc1ccccc1C(=O)O	i	-10	0	-3	-4	-10	1.3	18	-7
4	CCOC(=O)c1ccc(NC(=O)CNC(=O)C2CCCCC2)cc1	i	-2	2	1	0	-10	-0.3	11	-8
5	O=C(CN1C(=O)C2C3C=CC(C3)C2C1=O)N1CCc2ccccc2C1 (configuration not stated)	i	-4	-2	7	5	-4	-0.5	-3	-1
6	Cc1ccccc1CNC(=O)c1csc([C@@H]2O[C@H](CO)[C@@H](O)[C@H]2O)n1	i	-7	0	3	0	-1	-0.4	1	-4
7	Cc1cc(C)cc(NC(=O)C2CC(=O)n3ncnc3N2)c1 (configuration not stated)	i	0	2	2	1	-4	0.3	10	-14
8	NNc1nc(Nc2ccccc2)nc(Nc2ccccc2)n1	i	-2	2	-2	-2	-1	0.5	1	0
9	Cn1c2ccccc2c(=O)c2cc(C#CC3(O)CCCCC3)ccc21	i	-6	-5	4	-7	-9	-1.5	-8	0
10	COc1ccc2c(c1)c1nc3ccccc3nc1n2Cc1ccc(OC)c(OC)c1	i	-5	-1	-9	-6	-4	0.0	-3	97*
11	C=C1CSc2nc(=O)c3c(C)c(C)sc3n21	i	-3	1	9	0	-2	0.4	3	-4
12	COC(=O)C(Cc1ccc(O)cc1)NC(=O)C(C)Oc1ccccc1 (configuration not stated)	i	-8	0	-3	-2	-1	-0.3	-6	3
13	CCN(CC(=O)Nc1ccc(NC(C)=O)cc1)C(=O)c1ccc(N2CCCC2)c([N+](=O)[O-])c1	i	-4	-7	12	-1	-1	1.2	23	4
14	CN(C(=O)CN1C(=O)c2ccccc2S1(=O)=O)C1CCCCC1	i	-5	2	-4	4	-2	1.3	-14	-2
15	COc1cc(OC)c(C2=NOC(C(=O)NCc3cccnc3)C2)cc1Cl (configuration not stated)	i	3	3	-2	4	-2	-0.3	-2	-18
16	O=C(NC1CC1)c1cccc(NC(=O)C2CCN(S(=O)(=O)c3cccc(C(F)(F)F)c3)CC2)c1	i	5	0	0	4	-2	0.4	-10	-7
17	CC1(C(=O)NS(=O)(=O)C2CC2)CCCN(C(=O)Cc2ccc3ccccc3c2)C1 (configuration not stated)	i	-6	2	-2	1	-3	-1.8	-2	4
18	COc1cccc(N(CC(=O)NCCSCc2ccc(C)cc2)S(C)(=O)=O)c1	i	-10	3	4	0	-5	-0.8	8	5
19	COc1ccc(/C=C2\CCC(C3CCCC3)C2=O)cc1OC (configuration not stated)	i	12	4	-1	11	-1	1.2	-4	-4
20	CCOc1ccc(NC(=O)CN2CCN(C3c4ccccc4-c4ccccc43)CC2)cc1	i	22	-1	-1	-2	-11	-1.2	5	-3
21	CCN(CC(=O)NCc1ccc(F)cc1)C(=O)CN1CCN(c2ccccc2OC)CC1	i	-4	-1	-2	-3	0	-1.0	-48	0
22	Cc1ccc(Cn2c(C3CCCN3c3nc(-c4ccc(F)cc4)cs3)nc3cc(C(F)(F)F)ccc32)cc1 (configuration not stated)	i	20	1	0	2	0	0.0	-4	-8
23	NC(=O)c1ccc(=O)n(C2OC(CO)C(O)C2O)c1 (configuration not stated)	i	-12	-1	-3	1	-6	-0.1	2	-2
24	COc1ccc(OC)c(NC(=O)COc2ccc(Br)cc2)c1	i	28	-1	1	-1	-2	0.5	-5	-12
25	Cc1ccc2nc(C3CCCN(C(=S)Nc4cccc(C)c4C)C3)[nH]c2c1 (configuration not stated)	i	6	1	4	2	-4	0.5	-87	3
26	COC(=O)NCc1ccc(Cl)c(Cl)c1	i	-5	-5	-1	0	-6	0.1	-8	-1
27	CCn1nc(C)c(CNC(=O)Nc2ccc3c(c2)OCO3)c1C	i	-3	-2	-5	-9	-5	-0.3	10	4
28	CCC(CO)Oc1cc(NCc2cccc(C(F)(F)F)c2)c2ncn(C(C)C)c2c1 (configuration not stated)	i	0	-2	5	1	0	0.1	15	17
29	COc1cc(C2NCC(c3ccc(Cl)cc3Cl)c3c2[nH]c2ccccc32)cc(OC)c1OC (configuration not stated)	i	66*	1	-16	3	0	1.8	-5	-10
30	O=C(/C=C/c1ccc2ccccc2n1)c1cc(Cl)ccc1O	x	14	-1	-48	18	-5	0.7	-62	-39

# Reprinted at random: two compounds from above.
no.	Structure	Rpn11 inh	FAS-TE inh	Rin1 Abl inh	MT1-MMP act inh	CSN deneddyl inh	bovine MsrA act	MsrA inhibitor	PABP1 MLLE inh	eLon inh
26	COC(=O)NCc1ccc(Cl)c(Cl)c1	i	-5	-5	-1	0	-6	0.1	-8	-1
21	CCN(CC(=O)NCc1ccc(F)cc1)C(=O)CN1CCN(c2ccccc2OC)CC1	i	-4	-1	-2	-3	0	-1.0	-48	0

# More structures follow:
no.	Structure	Rpn11 inh	FAS-TE inh	Rin1 Abl inh	MT1-MMP act inh	CSN deneddyl inh	bovine MsrA act	MsrA inhibitor	PABP1 MLLE inh	eLon inh
31	CC1CC(C)CN(c2nc3c(c(=O)n(C)c(=O)n3C)n2C)C1 (configuration not stated)	i	-3	1	4	-3	-8	3.7	-2	-3
32	CC(C)c1ccc2[nH]c3c(c2c1)CCCC3=O	i	8	-4	-5	7	-2	2.1	17	-6
33	C/C(=N/N=C(/N)SCc1ccccc1)C(C)(C)C	i	-3	2	0	-4	-2	-0.6	12	-1
34	CSc1nc(C)cc(OCC(=O)N2CCOCC2)n1	i	-9	-3	0	-4	-5	1.3	-17	-1
35	O=C(Nc1cccnc1)C1CCCN(c2ncnc3c2nc2n3CCCCC2)C1 (configuration not stated)	i	0	0	-2	-3	-1	0.7	4	0
36	CCOC(=O)c1[nH]c2ccccc2c1NC(=O)Nc1ccc(OC)cc1	+	-7	-2	1	0	-2	0.5	0	-5
37	CN(Cc1ccccc1)C(=O)c1cccc(NC(=O)Cc2ccc(NC(=O)C3CCN(S(=O)(=O)c4cccc([N+](=O)[O-])c4)CC3)cc2)c1	i	37	-1	1	3	3	-0.4	-8	1
38	O=C(Nc1ccccc1Oc1ccccc1)c1cccs1	i	8	7	-1	-3	-2	-1.4	7	-9
39	COc1ccc(OC)c(S(=O)(=O)N2CCC(C(=O)NC3CC3)CC2)c1	i	-5	1	2	-3	0	0.9	9	-1
40	COC(=O)c1ccccc1NC(=O)C(CCS(C)(=O)=O)NC(C)=O (configuration not stated)	i	0	-1	0	-4	-8	-0.1	3	-14
41	CCOC(=O)c1ccc2ncc(C(=O)OCC)c(NCCCN3CCOCC3)c2c1	i	-6	-1	0	4	-3	1.4	16	2
42	CC(=O)Nc1ccc(C(=O)N/N=C(\C)CC(=O)Nc2ccc(OCc3ccccc3)cc2)cc1	i	-15	-2	-5	-7	-3	1.4	-9	3
43	CCCCn1c(N)c(N(CC)C(=O)c2c(C)noc2C)c(=O)[nH]c1=O	i	0	5	-2	3	-11	0.1	-3	1
44	CCOC(=O)NC(NC(=S)Nc1ccc(OC)cc1)C(Cl)(Cl)Cl (configuration not stated)	i	-12	2	8	-1	-10	0.6	2	3
45	COc1ccc(NC(=O)CCn2c(=O)c3cccn3c3ccccc32)c(OC)c1	i	1	-3	-4	0	-2	0.0	14	-11
46	Nc1cccc(CCc2nc3ccccc3[nH]2)c1	i	-11	1	1	-3	-5	-1.5	-17	-8
47	CC(C)(C)c1ccc(-c2n[nH]c(=S)n2C2CCCC2)cc1	i	17	2	-1	0	1	-1.2	-5	-16
48	O=C1CCCC/C=C\C[C@H](CC(=O)N(CCO)Cc2ccccc2)C(=O)N[C@@H](Cc2ccccc2)CO1	i	-8	1	2	5	-1	0.0	-6	-1
49	O=C(c1ccc(Cl)c(Cl)c1)N1CCC(=O)N(C(CO)Cc2ccccc2)CC1 (configuration not stated)	i	-1	4	-2	-7	-2	1.2	-4	-5
50	Cn1c(N)c(C(=O)/C=C/c2ccccc2)c(=O)[nH]c1=O	i	-2	-2	2	3	-4	2.3	4	4
51	Cc1ccc(S(=O)(=O)N2CCCC(C(=O)N(Cc3cccs3)C3CC3)C2)cc1 (configuration not stated)	i	16	0	-6	-1	-3	0.7	-1	-6
52	O=C(Nc1ccc(Cl)cc1)OCCn1nnnc1C(c1ccccc1Cl)N1CCOCC1 (configuration not stated)	i	11	-4	5	-7	1	0.8	1	-2
53	Clc1nc(CN2CCOCC2)nc2sc3c(c12)CCC3	i	-10	0	0	8	-4	0.2	-13	-5
54	CCOC(=O)C1CCCN(c2c(C(=O)c3ccccc3)cnc3ccccc23)C1 (configuration not stated)	i	10	-1	1	3	-8	2.1	-12	0
55	CCOC(=O)C1=C(c2ccccc2)NC(N)=NC1c1ccc(OCc2ccc(C(=O)OC)cc2)cc1 (configuration not stated)	i	-140	-4	-17	9	-5	0.0	0	-3
56	CC(C)CSCC1OC(n2cnc3c(N)nccc32)C(O)C1O (configuration not stated)	i	-7	-5	-7	4	-3	0.9	0	3
57	Cc1ccc(C(=O)C2COC(=O)C2)cc1 (configuration not stated)	i	-7	-3	-9	0	-4	-1.5	-1	0
58	CCCc1nnc(SCC(=O)O)n1/N=C/c1ccc2c(c1)OCO2	i	-7	0	1	2	-2	0.2	-113	7
59	CC1CCC(N2CC(=O)N(Cc3ccc4c(c3)OCO4)C(c3ccc(F)cc3)C2=O)CC1 (configuration not stated)	i	22	-2	-14	-1	-1	-1.7	15	3
60	COc1cc(C(=O)NCc2ccc3c(c2)OCO3)ccc1OCc1c(C)noc1C	i	-3	-1	6	0	-3	1.7	-20	-5
61	O=C(COC(=O)c1ccc(Cl)nc1)Nc1ccc(N2CCCCC2)cc1	i	2	0	6	-3	-2	-0.8	-5	-6
62	Cc1cc(O)c2c(CN3CCN(Cc4ccccc4)CC3)cc(=O)oc2c1	i	2	-2	3	1	-2	-0.1	12	-5
63	Cc1sc2nc(CN3CCN(c4ccc(O)cc4)CC3)[nH]c(=O)c2c1C	i	-1	-1	-6	4	-6	0.1	-57	-6
64	COc1ccc(CCNC(=O)C(=O)NCC2OCCN2S(=O)(=O)c2ccc(OC)c(C)c2)cc1 (configuration not stated)	i	5	-1	2	-4	-1	-0.5	16	-3
65	CCOc1ccccc1OCCOCCN1CCN(Cc2ccccc2)CC1	i	-5	-1	3	-3	-3	-1.0	-9	6
66	COc1ccc(OC)c(-c2csc(NC(=O)Cc3ccc(F)cc3)n2)c1	i	24	-1	-5	6	-2	-1.3	-1	-7
67	COc1cccc(CNC(=O)[C@@H]2CCCN2C(=O)[C@H]2CCCCN2C(=O)c2cccc(OC)c2)c1	x	-8	x	1	5	-5	1.3	x	3
68	Cc1c(C(=O)Nc2ccc(F)c(F)c2)oc2ccc(S(=O)(=O)N3CCCCC3)cc12	i	38	1	-3	4	0	1.2	-12	-4
69	OC(CCCCN1CCCCC1)c1ccccc1 (configuration not stated)	i	-9	0	2	0	-4	-1.2	7	0
70	c1ccc(-n2ncc3cccnc32)cc1	i	0	1	-1	4	-2	-0.3	6	-2

# Compounds were not picked by outcome; about 3.7% have a hit in one of these screens.
